tuberculosis growth – growth inhibition of non-replicating M. tuberculosis (AID 488890); Mycobacterium tuberculosis non-replicating, growth inhibition; higher % means a stronger effect; one-dose inhibition, % at 25 µM; IC50 in µM for titrated hits; actives 0.39% (n = 320,000); in the data active = a potency from the dose series; inconclusive = inhibition mostly from about 82% at the one dose, without a potency; inactive = the rest, 99 in 100 with inhibition below about 76%;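 note: plate controls were DMSO cells for no effect and high antibiotic wells for full effect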
VEEV TC-83 Vero – inhibitors of VEEV TC-83 cytopathic effect, confirmation, Vero cells (AID 588727) | actives 0.13% (n = 350,000) | Vero cells, VEEV TC-83 cytopathic effect inhibition; higher % means a stronger effect | one-dose inhibition, % at 20 µM; IC50 in µM for titrated hits; in the data active = a potency from the dose series; inconclusive = inhibition mostly from about 14% at the one dose, without a potency; inactive = the rest, 99 in 100 with inhibition below about 12%; note: strong numbers were not always called active
H1N1 NS1A inhibition – H1N1 influenza NS1A inhibitors, functional cell based assay (AID 504329); NS1A functional cell-based assay, percent inhibition; higher % means a stronger effect; inhibition, % at 12.5 µM; hits with a dose series show IC50 in µM; actives 0.3% (n = 340,000); in the data active = a potency from the dose series; inconclusive = inhibition above about 27% without an active follow-up result; note: strong numbers were not always called active
Salmonella PhoP GFP – PhoP regulon inhibitors, Salmonella typhi PhoP promoter GFP reporter, confirmatory (AID 1850); Salmonella Typhi PhoP-promoter GFP reporter, fluorescence, 4 h; higher % means a stronger effect; one-dose inhibition, % at 50 µM; IC50 in µM for titrated hits; actives 0.33% (n = 310,000); in the data active = a potency from the dose series; inconclusive = inhibition mostly from about 25% at the one dose, without a potency; inactive = the rest, 99 in 100 with inhibition below about 19%;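 note: 0% = induced wells with vehicle and 100% = uninduced wells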
M. tuberculosis HTS – M. tuberculosis growth inhibition, HTS (AID 449762) | inhibition, % at 25 µM, or IC50 in µM where a hit was titrated | M. tuberculosis H37Rv growth inhibition, 7H9 media; higher % means a stronger effect | actives 0.59% (n = 330,000); in the data active = a potency from the dose series; inconclusive = inhibition above about 70% without an active follow-up result;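 note: bacterial growth assessed after seven days of incubation; strong numbers were not always called active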
VEEV TC-83 Vero 10K pilot screen – second read-out of VEEV TC-83 Vero, no call of its own (marks repeat the call); inhibition, %; measured here: 10K pilot screen inhibition
The depositor's hits bear a star; i = inactive; ? = inconclusive; nt = no result given.

SMILES | tuberculosis growth | VEEV TC-83 Vero | H1N1 NS1A inhibition | Salmonella PhoP GFP | M. tuberculosis HTS | others
Cc1ccccc1N1CCN(Cc2ccc3c(c2)OCO3)CC1 | 7% | 0.6% | 0% | -8% | 37%
O=C(CNC(=O)c1ccncc1)N/N=C/c1ccc(Br)cc1 | -5% | 2.0% | 8% | 10% | -5%
O=C(Cn1nc(C(=O)O)c2ccccc2c1=O)Nc1cccc(S(=O)(=O)N2CCCCCC2)c1 | -14% | i | -1% | nt | 2%
COC(=O)c1cccc(NC(=O)Cn2cnc3ccccc3c2=O)c1 | -16% | 0.7% | -11% | -5% | -4%
CC(C)c1ccc(N(C(=O)C(F)(F)F)C(C(=O)NC2CCCCC2)c2ccncc2)cc1 (centres undefined) | 4% | 0.4% | 2% | 24% | 5%
COc1ccc(/C=N/NC(=O)c2nnn(-c3nonc3N)c2CN(C)c2ccccc2)cc1 | 18% | 8.8% | 5% | 9% | 4%
CC(=O)NC(=S)Nc1cc(C(F)(F)F)ccc1N1CCOCC1 | 3% | 1.2% | -7% | -8% | 6%
COc1ccc(CCN2CC(C(=O)NCCCn3nc(C)cc3C)CCC2=O)cc1 (centres undefined) | 11% | i | 10% | -18% | 14%
CCOC(=O)c1ccc(NC(=O)CCc2nc(-c3ccc(C)cc3)no2)cc1 | ? | 2.8% | 1% | -4% | ?
Cc1nn(C)cc1CN(C)C(=O)c1nn2c(c1Cl)NC(c1cccs1)CC2C(F)(F)F (centres undefined) | 20% | 0.4% | -12% | 9% | -1%
COc1ccc([C@H]2/C=C\CN(C(=O)C3CC3)[C@@H](C)C(=O)N2Cc2ccc(F)cc2)cc1 | 22% | 1.8% | 7% | -10% | 8%
CN(C(=O)CSc1n[nH]c(N)n1)C1CCCCC1 | -8% | 2.1% | -1% | nt | 0%
COc1ccc(NC(=O)CSc2nnc(C)n2C2CC2)cc1S(=O)(=O)N1CCOCC1 | -30% | 0.7% | -2% | nt | 7%
CCc1cc(-c2[nH]ncc2-c2ccc(OC)cc2)c(O)cc1O | 7% | 1.9% | 8% | -19% | -5%
CSc1nc(Oc2ccc(C)cc2)cc(C(F)(F)F)n1 | 4% | 1.3% | -3% | -10% | 5%
CS(=O)(=O)c1ccc2nc(NC(=O)c3ccc(=O)[nH]c3)sc2c1 | -2% | 0.7% | 1% | 2% | 0%
COc1ccccc1Cn1c(C)nc2ccccc21 | 24% | 0.5% | nt | -2% | -1%
Cc1ccsc1/C=N/NC(=O)CNC(=O)c1ccco1 | 0% | 0.6% | -11% | 8% | -1%
Cc1ccc(CCN2C(=O)c3ccccc3C2C(=O)NCc2cccnc2)cc1 (centres undefined) | -5% | 0.9% | 3% | -4% | -4%
CCOc1ccc(-n2c(SCC(=O)Nc3cc(C(=O)O)ccc3Cl)nc3ccccc3c2=O)cc1 | 8% | 3.1% | -2% | 0% | 6%
O=C(Cc1ccc(-n2c(=S)[nH]c3ccccc3c2=O)cc1)N1CCN(c2ccccc2)CC1 | -4% | 1.1% | 3% | -2% | 39%
COc1ccccc1NC(=O)N1CCCC1C(=O)NCc1ccccc1F (centres undefined) | -7% | 0.7% | -5% | 7% | -5%
Cc1c(C(=O)N(C)CCn2ccnc2C)oc2c(F)cccc12 | -4% | 1.0% | -3% | 4% | 1%
COc1ccc(Cn2c(=O)[nH]c3cc(C(=O)Nc4ccc(N5CCN(C)CC5)cc4)ccc32)cc1 | 50% | 2.7% | 13% | 2% | 6%
COc1ccc(/C=C2\SC(=S)N(CCCC(=O)N3CCOCC3)C2=O)cc1OC | 5% | 11% | 0% | -3% | 0%
Later entries.
SMILES | tuberculosis growth | VEEV TC-83 Vero | H1N1 NS1A inhibition | Salmonella PhoP GFP | M. tuberculosis HTS | others
O=C(CN1C(=O)C2C3CC(C(Br)C3Br)C2C1=O)N1CCN(Cc2ccccc2)CC1 (centres undefined) | 5% | 0.2% | 0% | 16% | -3%
O=C(CC(c1ccccc1)c1cc(Br)ccc1O)N1CCCCC1 (centres undefined) | 19% | 8.8% | -6% | -12% | -8%
O/N=C1\CCCc2ccccc21 | -3% | i | 1% | 9% | 0% | VEEV TC-83 Vero 10K pilot screen=0.2
Cc1ccc(S(=O)(=O)Cn2nnnc2C(C(C)C)N2CCN(c3nc4ccccc4s3)CC2)cc1 (centres undefined) | -6% | i | 1% | -1% | -11%
CN(C)CCN(C(=O)C1CCCCC1)c1nc2cc3c(cc2s1)OCO3 | -4% | 2.9% | 4% | -8% | 2%
CCOc1ccc2nc(NCCNC(=O)CC)c(C#N)cc2c1 | 2% | 5.3% | 2% | 1% | 0%
O=C(CN1c2ccccc2Sc2ccccc21)NNC(=O)Nc1ccc(Cl)cc1 | -17% | 4.8% | -5% | 5% | -5%
COCCCNC(=O)c1cc(Nc2ccc(OC)cc2OC)nc2ccccc12 | 13% | 2.9% | -4% | -7% | 1%
O=C(CSc1ncn[nH]1)Nc1ccc(Br)cc1Br | 1% | 0.9% | 5% | nt | -3%
Cc1cc(Br)c(S(=O)(=O)NCCN2CCOCC2)cc1C | -13% | 1.1% | 4% | -12% | -8% | VEEV TC-83 Vero 10K pilot screen=0.8
CCOP(=O)(c1ccccc1)C1(O)CCCCC1 (centres undefined) | -3% | 0.8% | 0% | 14% | 4%
COc1ccc(CCNC(=O)CSc2nn(-c3ccccc3)c(=S)s2)cc1OC | 13% | 1.1% | -1% | -6% | 12%
Cc1occc1C(=O)Nc1ccc([N+](=O)[O-])cc1Br | -8% | 0.1% | -3% | 4% | 0%
C[C@@H]1CN([C@H](C)CO)C(=O)Cc2cc(NC(=O)CCC(F)(F)F)ccc2O[C@@H]1CN(C)C(=O)NC1CCCCC1 | 15% | 0.8% | -1% | nt | -1%
CCn1c(SCC(=O)NCc2ccc(C)cc2)nnc1-c1ccncc1 | -3% | i | -5% | 8% | 0%
OCc1nn2c(c1Br)NC(c1ccccc1)CC2C(F)(F)F (centres undefined) | 10% | i | 3% | 4% | 1%
Oc1ccccc1-c1n[nH]c(-c2ccccc2O)n1 | nt | 7.0% | 6% | nt | nt
Cn1c(=O)c2c(ncn2CC(=O)Nc2ccc3c(c2)OCO3)n(C)c1=O | -1% | 0.6% | -6% | -5% | -9%
O=C(CN1C(=O)c2cccnc2Oc2ccc(Cl)cc21)NCCCc1ccccc1 | 11% | 9.2% | -4% | 0% | 7%
OC(CN1CCN(c2cccc(Cl)c2)CC1)C(c1ccccc1)c1ccccc1 (centres undefined) | 22% | i | 7% | -4% | ?
CC(=O)Nc1ccc(NC(=O)Oc2ccccc2)cc1 | -8% | 1.0% | 7% | -2% | -3%
COc1ccc(C)cc1S(=O)(=O)N(CC(=O)O)c1ccccc1 | -12% | 2.6% | 15% | 16% | -1%
Cc1ccc(NC(=S)NCc2ccc3c(c2)OCO3)c(C)c1 | 73% | i | -6% | 2% | -4%
COc1ccc(N(CC(=O)NC2CCCCC2)C(=O)CNC(=O)c2ccco2)c(OC)c1 | 19% | 2.5% | 10% | 0% | 0%
N#CCCN(C(=O)COC(=O)C1=COCCO1)c1ccc(F)cc1 | -7% | 0.5% | -6% | 7% | -9%

Gathered by group: the entries above with an NH in an aromatic ring
SMILES | tuberculosis growth | VEEV TC-83 Vero | H1N1 NS1A inhibition | Salmonella PhoP GFP | M. tuberculosis HTS | others
CN(C(=O)CSc1n[nH]c(N)n1)C1CCCCC1 | -8% | 2.1% | -1% | nt | 0%
CCc1cc(-c2[nH]ncc2-c2ccc(OC)cc2)c(O)cc1O | 7% | 1.9% | 8% | -19% | -5%
CS(=O)(=O)c1ccc2nc(NC(=O)c3ccc(=O)[nH]c3)sc2c1 | -2% | 0.7% | 1% | 2% | 0%
O=C(Cc1ccc(-n2c(=S)[nH]c3ccccc3c2=O)cc1)N1CCN(c2ccccc2)CC1 | -4% | 1.1% | 3% | -2% | 39%
COc1ccc(Cn2c(=O)[nH]c3cc(C(=O)Nc4ccc(N5CCN(C)CC5)cc4)ccc32)cc1 | 50% | 2.7% | 13% | 2% | 6%
O=C(CSc1ncn[nH]1)Nc1ccc(Br)cc1Br | 1% | 0.9% | 5% | nt | -3%
Oc1ccccc1-c1n[nH]c(-c2ccccc2O)n1 | nt | 7.0% | 6% | nt | nt

Some of these compounds in order of heavy-atom count, ascending:
SMILES | tuberculosis growth | VEEV TC-83 Vero | H1N1 NS1A inhibition | Salmonella PhoP GFP | M. tuberculosis HTS | others
CN(C(=O)CSc1n[nH]c(N)n1)C1CCCCC1 | -8% | 2.1% | -1% | nt | 0%
Cc1occc1C(=O)Nc1ccc([N+](=O)[O-])cc1Br | -8% | 0.1% | -3% | 4% | 0%
Cc1c(C(=O)N(C)CCn2ccnc2C)oc2c(F)cccc12 | -4% | 1.0% | -3% | 4% | 1%
Cc1ccc(CCN2C(=O)c3ccccc3C2C(=O)NCc2cccnc2)cc1 (centres undefined) | -5% | 0.9% | 3% | -4% | -4%
CC(C)c1ccc(N(C(=O)C(F)(F)F)C(C(=O)NC2CCCCC2)c2ccncc2)cc1 (centres undefined) | 4% | 0.4% | 2% | 24% | 5%
Cc1ccc(S(=O)(=O)Cn2nnnc2C(C(C)C)N2CCN(c3nc4ccccc4s3)CC2)cc1 (centres undefined) | -6% | i | 1% | -1% | -11%

Additional compounds
SMILES | tuberculosis growth | VEEV TC-83 Vero | H1N1 NS1A inhibition | Salmonella PhoP GFP | M. tuberculosis HTS | others
COC(=O)c1sccc1NC(=O)CSc1ccccc1NS(=O)(=O)c1ccc(Br)cc1 | 11% | 3.8% | -3% | 2% | -3%
Cc1nc2ccccc2nc(C)c1=NOCc1ccc(C#N)cc1 | -9% | i | -8% | 14% | -4%
COc1cc(/C=N/n2nnnc2N)ccc1OCC#N | -12% | 0.9% | -5% | 0% | 2%
CC(O)[C@H](NC(=O)C1(c2ccccc2)CCN(C(=O)OC(C)(C)C)CC1)C(=O)O (some centres undefined) | -6% | 0.4% | 9% | -18% | -7%
CC(C)N1C(=S)SC(C)(C)C1n1oc(=O)n(-c2ccc(Cl)c(Cl)c2)c1=O (centres undefined) | 9% | 2.2% | 6% | -15% | 1%
COC(=O)C(NC(=O)Nc1ccccc1OC)C(C)C (centres undefined) | 3% | 1.9% | 8% | -10% | 3%
CCO[C@H]1c2c(ccc3ccc(=O)oc23)OC(C)(C)[C@@H]1O | -15% | 1.4% | 1% | nt | -15%
CCCc1ccc(-c2ccc(F)c(N)c2)nc1 | 26% | 1.2% | 4% | 5% | 43%
CCN1CCc2c(C#N)c(NCc3ccccc3)nc(N(CC)CC)c2C1 | 80% | 3.6% | 8% | -6% | ?
CC1CCCCN1CCNc1nc(=S)[nH]c2ccccc12 (centres undefined) | 11% | 4.8% | 10% | -1% | -5%
Cc1cc(NCCc2ccc(Cl)cc2)n2ncnc2n1 | 66% | 0.1% | -5% | -11% | 0%
Cc1[nH]c2ccccc2c1-c1nc(-c2ccc(Cl)cc2)nnc1-c1ccccc1 | -2% | nt | nt | -8% | 4%
Brc1ccc2nc(-c3ccncc3)c(NC3CCCC3)n2c1 | 18% | 5.6% | -10% | -9% | 2%
CC(CNC(=O)CCS(=O)(=O)c1ccc2c(c1)oc(=O)n2C)c1ccccc1 (centres undefined) | 1% | 2.0% | 1% | 7% | 0%
O=C1OC[C@H](Cc2ccc3c(c2)OCO3)/C1=C\c1ccc2c(c1)OCO2 | 18% | 0.0% | 7% | 9% | 0%
N#CC(C#N)=NNc1ccc(S(=O)(=O)N2CCCCC2)cc1 | ? | 2.8% | 15% | 6% | -9%
CC(=O)Nc1ccc(S(=O)(=O)Nc2nc3ccc(C)cc3s2)cc1 | 2% | 1.4% | 4% | 4% | -3%
COCc1[nH]nc2c1C(c1ccccc1OC)C(C#N)=C(N)O2 (centres undefined) | -3% | i | -7% | 10% | -2%
Fc1ccc(NC(=S)Nc2cccc(Cl)c2)cc1 | -6% | 1.0% | 1% | 16% | 22%
CCCC(=O)Nc1ccc2c(c1)nc(CCNC(=O)c1ccco1)n2C | -2% | 2.4% | nt | 6% | 2%
CCC(C)(C)NC(=O)C1CC(=O)N(CCc2ccc(F)cc2)C1 (centres undefined) | 11% | 0.3% | -2% | 0% | -4%
Cc1nc2nc[nH]n2c(=O)c1NS(=O)(=O)c1ccc([N+](=O)[O-])cc1 | -2% | 6.6% | -2% | -1% | -4%
CCC(C)c1ccc(S(=O)(=O)N2CCN(C(C)CC(=O)O)CC2)cc1 (centres undefined) | -10% | i | -4% | 3% | 1%
